inhibitors of VEEV: inhibitors of VEEV TC-83 cytopathic effect, confirmation, Vero cells (AID 588727); Vero cells, VEEV TC-83 cytopathic effect inhibition; higher % means a stronger effect; inhibition, % at 20 µM; hits with a dose series show IC50 in µM; 350,000 compounds, 0.13% hits; in the data active = a potency from the dose series; inconclusive = inhibition mostly from about 14% at the one dose, without a potency; inactive = the rest, 99 in 100 with inhibition below about 12%; note: strong numbers were not always called active
Salmonella PhoP GFP: Inhibition of PhoP regulon, Salmonella typhi GFP reporter cells, confirmation, 4 h (AID 1850). Salmonella Typhi PhoP-promoter GFP reporter, fluorescence, 4 h; higher % means a stronger effect. inhibition, % at 50 µM, or IC50 in µM where a hit was titrated. 310,000 compounds, 0.33% hits; in the data active = a potency from the dose series; inconclusive = inhibition mostly from about 25% at the one dose, without a potency; inactive = the rest, 99 in 100 with inhibition below about 19%;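 note: 0% = induced wells with vehicle and 100% = uninduced wells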
H1N1 NS1A inhibition: NS1A inhibition, H1N1 influenza, cell based functional assay (AID 504329); NS1A functional cell-based assay, percent inhibition; higher % means a stronger effect; inhibition, % at 12.5 µM; hits with a dose series show IC50 in µM; 340,000 compounds, 0.3% hits; in the data active = a potency from the dose series; inconclusive = inhibition above about 27% without an active follow-up result; note: strong numbers were not always called active
M. tuberculosis HTS: M. tuberculosis growth inhibition, HTS (AID 449762); 330,000 compounds, 0.59% hits; inhibition, % at 25 µM; hits with a dose series show IC50 in µM; M. tuberculosis H37Rv growth inhibition, 7H9 media; higher % means a stronger effect; in the data active = a potency from the dose series; inconclusive = inhibition above about 70% without an active follow-up result;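 note: bacterial growth assessed after seven days of incubation; strong numbers were not always called active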
tuberculosis growth: growth inhibition of non-replicating M. tuberculosis (AID 488890); Mycobacterium tuberculosis non-replicating, growth inhibition; higher % means a stronger effect; inhibition, % at 25 µM, or IC50 in µM where a hit was titrated; 320,000 compounds, 0.39% hits; in the data active = a potency from the dose series; inconclusive = inhibition mostly from about 82% at the one dose, without a potency; inactive = the rest, 99 in 100 with inhibition below about 76%;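 note: plate controls were DMSO cells for no effect and high antibiotic wells for full effect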
inhibitors of VEEV 10K pilot screen: further read-out of inhibitors of VEEV, marked with its call; inhibition, %; measured here: 10K pilot screen inhibition
An asterisk follows results filed as active; i = inactive; ? = inconclusive; . = no result given.

The first 4 records (preview)
SMILES	inhibitors of VEEV	Salmonella PhoP GFP	H1N1 NS1A inhibition	M. tuberculosis HTS	tuberculosis growth	others
CCN(CC)CCC(=O)N1c2ccccc2Sc2ccc(NC(=O)OC)cc21	0.1%	3%	28%	1%	36%
O=c1nc(Nc2ccccc2)oc2ccccc12	7.2%	-1%	1%	-8%	21%
COc1ccc(/C=C(/NC(=O)c2ccco2)C(=O)Nc2cccc(C(=O)O)c2)cc1	1.6%	4%	-7%	6%	-7%
CCn1c(SCC(=O)N2CCc3ccccc32)nc2c(c1=O)SC(C)C2 (stereo unspecified)	.	0%	.	-9%	-10%

The list itself, previewed entries included:
SMILES	inhibitors of VEEV	Salmonella PhoP GFP	H1N1 NS1A inhibition	M. tuberculosis HTS	tuberculosis growth	others
CCN(CC)CCC(=O)N1c2ccccc2Sc2ccc(NC(=O)OC)cc21	0.1%	3%	28%	1%	36%
O=c1nc(Nc2ccccc2)oc2ccccc12	7.2%	-1%	1%	-8%	21%
COc1ccc(/C=C(/NC(=O)c2ccco2)C(=O)Nc2cccc(C(=O)O)c2)cc1	1.6%	4%	-7%	6%	-7%
CCn1c(SCC(=O)N2CCc3ccccc32)nc2c(c1=O)SC(C)C2 (stereo unspecified)	.	0%	.	-9%	-10%
Cc1nc(-c2ccccn2)nc(SCC(=O)N2CCOCC2)c1Cl	i	-2%	.	-3%	5%
COc1ccc(NC(=O)c2sccc2-n2cccc2)cc1	2.7%	4%	5%	1%	29%
COCCN(C(=O)CCC(=O)Nc1cc(C)on1)C(C(=O)NC1CCCC1)c1ccccc1C (stereo unspecified)	i	-4%	-6%	7%	9%
CCN1C(=O)c2cccc3c(S(=O)(=O)Nc4c(C)n(C)n(-c5ccccc5)c4=O)ccc1c23	1.0%	-9%	-6%	0%	16%
O=C(NC1CCN(Cc2ccccc2)CC1)c1cccc(S(=O)(=O)Nc2ccc(Br)cc2)c1	1.7%	-1%	9%	?	16%
O=C(c1nn2c(C(F)(F)F)cc(-c3ccccc3)nc2c1Cl)N1CCOCC1	1.8%	-2%	-3%	3%	18%	inhibitors of VEEV 10K pilot screen=4.3

The final 5 entries of the part above are carried over, then new ones follow.
SMILES	inhibitors of VEEV	Salmonella PhoP GFP	H1N1 NS1A inhibition	M. tuberculosis HTS	tuberculosis growth	others
COc1ccc(NC(=O)c2sccc2-n2cccc2)cc1	2.7%	4%	5%	1%	29%
COCCN(C(=O)CCC(=O)Nc1cc(C)on1)C(C(=O)NC1CCCC1)c1ccccc1C (stereo unspecified)	i	-4%	-6%	7%	9%
CCN1C(=O)c2cccc3c(S(=O)(=O)Nc4c(C)n(C)n(-c5ccccc5)c4=O)ccc1c23	1.0%	-9%	-6%	0%	16%
O=C(NC1CCN(Cc2ccccc2)CC1)c1cccc(S(=O)(=O)Nc2ccc(Br)cc2)c1	1.7%	-1%	9%	?	16%
O=C(c1nn2c(C(F)(F)F)cc(-c3ccccc3)nc2c1Cl)N1CCOCC1	1.8%	-2%	-3%	3%	18%	inhibitors of VEEV 10K pilot screen=4.3
CCOC(=O)/C=C1\NC(C)(C)Cc2cc(OC)c(O)cc21	1.3%	4%	3%	1%	3%
Cc1ccc(-n2c(SCC(=O)NCc3ccco3)nc3nc4c(cc3c2=O)COC(C)(C)C4)cc1	8.1%	.	-9%	.	.
CCC(=O)Nc1ccc(Cl)c(NC(=O)c2ccc(Br)o2)c1	8.0%	-22%	-4%	2%	9%
COC(=O)c1ccc(COc2ccc(C)c(C)c2)o1	i	-4%	-8%	5%	52%
O=C(O)c1cccc(S(=O)(=O)N(Cc2ccccc2)c2ccc(Cl)cc2)c1	0.9%	-36%	-5%	1%	5%
C=C(C)CSc1nnc([C@@H](N)Cc2ccccc2)o1	0.9%	0%	-1%	1%	77%
COc1cccc(C(=O)NC2CCNCC2)c1	i	-1%	7%	6%	-2%
COc1ccc(Br)cc1/C=N/n1c(C)nc2ccccc2c1=O	2.7%	.	13%	.	.
Cc1ccc(N=C2SCCCN2C(=O)C2=COCCO2)cc1Cl	0.2%	-8%	-1%	0%	18%
Cc1cc(C(=O)CN2CCC(C)CC2)c(C)n1-c1ccc(F)cc1	1.1%	-1%	13%	2%	22%
CC(=O)c1ccc(N(C(=O)c2ccco2)C(C(=O)NC2CCCC2)c2cccs2)cc1 (stereo unspecified)	3.2%	-10%	7%	7%	7%
O=C(c1cc(=O)[nH]c2ccccc12)N1CCN(S(=O)(=O)c2ccc(Cl)cc2)CC1	5.9%	.	-1%	2%	-4%
CC(C)CCn1c2ccccc2c2cc(CC(N)=O)ccc21	0.4%	3%	-1%	0%	-2%
CCCCNC(=O)c1onc(CSc2ccccc2F)c1C(=O)O	0.9%	-8%	6%	3%	32%
COc1cccc(CC(=O)OCC(=O)NCc2ccc3c(c2)OCO3)c1	2.5%	.	-2%	0%	13%
CCCCCNC(=O)C1CC=CCC1C(=O)O (stereo unspecified)	1.4%	6%	-5%	6%	8%
O=C(Nc1ccc2c(c1)oc1ccccc12)N1CCOCC1	1.9%	-6%	-21%	17%	14%
Cc1cccc(-c2nc(-c3ccncc3)no2)c1	2.5%	-8%	-6%	7%	49%
O=C(C[N+]12CCC(CC1)C(C(O)(c1ccccc1)c1ccccc1)C2)c1ccc(Br)cc1 (stereo unspecified)	3.9%	12%	3%	?	?
Cc1cccc(C)c1NC(=O)Cc1cccs1	i	-7%	-7%	-5%	.
CC(=O)Nc1ccc(NC(=O)Cn2cnc(S(=O)(=O)N3CCOCC3)c2)cc1	i	-9%	8%	2%	3%
CC(=O)c1cnn(-c2nc3c(C)cccc3s2)c1C	1.2%	-5%	-4%	4%	3%
COc1cc(NS(=O)(=O)c2ccc(NC(=O)/C(=C/c3ccccc3Cl)NC(=O)c3ccccc3)cc2)nc(OC)n1	i	-1%	-6%	-4%	7%
O=C(O)/C=C\C(=O)Nc1ccccc1C(=O)N1CCN(c2ccc(Cl)cc2)CC1	0.6%	-6%	4%	3%	2%
CC(C)Cc1cc(-c2ccco2)c(C#N)c(N)n1	0.4%	3%	3%	-1%	-3%
CCCCC(=O)Nc1cccc(NC(=S)NC(C)=O)c1	2.1%	-8%	-2%	4%	74%
C#CCOCCOCCOCCNc1nc(N2CCN(C(=O)[C@H](CCC(=O)O)n3cc(C(N)CO)nn3)CC2)nc(N2CCN(C(=O)[C@H](Cc3cc4ccccc4[nH]3)n3cc(C(N)[C@H](C)CC)nn3)CC2)n1 (stereo partly specified)	7.5%	-4%	4%	8%	2%
CC(C)(C)[C@@H]1CCC(=O)N(CC[C@H](Sc2ccc(Br)cc2)c2ccccc2)CC1	1.6%	.	5%	2%	30%	inhibitors of VEEV 10K pilot screen=0.7
Cc1ccc(-c2c(C#N)c(N)n3c(nc4ccccc43)c2C#N)cc1	6.7%	1%	-3%	-1%	15%
COc1ccc(Cl)cc1NC(=O)[C@@H]1CCCN1C(=O)c1cccs1	i	9%	-7%	3%	1%
Cc1cccn2c(CNCCCn3ncc4ccccc43)c(C(=O)N3CCCCC3)nc12	i	10%	4%	1%	4%
CN(C)c1ccc(NS(=O)(=O)c2cc(Cl)ccc2Cl)cc1	3.9%	-5%	13%	-2%	11%
O=C1c2ccccc2CN1c1ccccc1	0.1%	-12%	1%	-2%	23%
CC1(C)CC2CC(C)(CN2S(=O)(=O)c2ccccc2[N+](=O)[O-])C1 (stereo unspecified)	i	.	-9%	-4%	16%
O=c1c(Cl)c(NCc2ccc(F)cc2Cl)cnn1C12CC3CC(CC(C3)C1)C2	1.7%	-11%	-2%	1%	-6%
Cc1cccc(C)c1OCc1nc2ccccc2[nH]1	1.3%	0%	4%	-1%	-9%
CC(C)NC(=O)/C(=C\c1cccc([N+](=O)[O-])c1)NC(=O)c1ccccc1	i	1%	3%	-3%	-2%
COc1cc(NC(=O)CCN2CCN(C)CC2)cc(OC)c1	0.9%	-2%	0%	0%	-10%
CC1CCN(S(=O)(=O)c2ccc(S(=O)(=O)NCc3ccco3)cc2)CC1	i	-3%	-11%	10%	6%
CCOC(=O)c1cc(C)n(Cc2ccccc2)c1C	i	-3%	8%	13%	1%
Cc1ccc(S(=O)(=O)N2CCCN(C)c3nc4ccccc4nc32)cc1	5.0%	.	-10%	-5%	4%
Cc1ccc(C(C)C)c(OCCN)c1	0.1%	-1%	-2%	-1%	4%
Cn1c(O)c(C2=NNC(c3ccc(Cl)cc3)C2)c(=O)n(C)c1=O (stereo unspecified)	0.7%	3%	7%	?	?
CC(OC(=O)C1=COCCO1)C(=O)Nc1ccc(Cl)cn1 (stereo unspecified)	4.9%	0%	0%	69%	-20%
COc1ccc(-c2oc3ccc(-c4cc(OC)c(OC)c(OC)c4)cc3c2C#Cc2ccccn2)cc1	8.9%	.	-6%	-1%	-11%
O=C(NC1CC1)C1CCN(C2CCN(C(=O)Cc3ccc4c(c3)OCO4)CC2)CC1	1.5%	-11%	1%	8%	33%
CCC(C)(C)NC(=O)CN(Cc1ccccc1Cl)C(=O)CCC(=O)Nc1cc(C)ccn1	13%	10%	3%	-1%	6%
CN(C(=O)Cn1nnc(-c2cccnc2)n1)C1CCCCC1	.	1%	.	-2%	-1%
Cc1ccccc1CSCc1ccc(C(=O)NCCCN2CCOCC2)o1	0.6%	-17%	10%	2%	10%
Cc1ccc2c(c1)N(CC(=O)N1CCCCC1)C(=O)C(C)O2 (stereo unspecified)	0.2%	4%	3%	4%	-9%

More structures.
SMILES	inhibitors of VEEV	Salmonella PhoP GFP	H1N1 NS1A inhibition	M. tuberculosis HTS	tuberculosis growth	others
COc1ccc(S(=O)(=O)N(C)C)cc1NC(=O)COC(=O)CC1CCCC1	0.4%	-2%	3%	3%	15%
CC1OC(OC2C(O)CC(OC3C(O)CC(OC4CCC5(C)C(CCC6C5CCC5(C)C(C7=CC(=O)OC7)C(O)CC65O)C4)OC3C)OC2C)CC(O)C1O (stereo unspecified)	?	.	-12%	.	.
Cc1ccc2[nH]c(=O)c3cc(C(=O)N(C)Cc4ccco4)sc3c2c1	11%	-10%	7%	-2%	21%
CSc1ccccc1NC(=O)C1CC(c2ccccc2Cl)=NO1 (stereo unspecified)	1.2%	-6%	-2%	-9%	21%
COc1ccc(OCc2cc(C(=O)NCC3(C)COC3)no2)c(Cl)c1	2.1%	1%	28%	-4%	8%
O=C(CS(=O)(=O)c1ccccc1Cl)N1CCOCC1	2.9%	-10%	-13%	-5%	-16%
Cc1ccc(C2CC(C(F)F)n3ncc(C(=O)Nc4c(C)nn(Cc5c(F)cccc5Cl)c4C)c3N2)cc1 (stereo unspecified)	2.4%	0%	9%	-4%	12%
CC(OC(=O)c1cccs1)C(=O)NCc1ccccc1 (stereo unspecified)	5.5%	-8%	7%	-5%	15%
Cc1ccc(S(=O)(=O)N(C)C)cc1NC(=O)CN1C(=O)NC(Cc2ccccc2)C1=O (stereo unspecified)	3.8%	3%	-2%	-5%	-4%
CN(Cc1ccccc1F)C(=O)CCCNC(=O)c1ccc(Cl)cc1	0.1%	8%	-21%	14%	4%
C/C(=N\NC(=O)c1ccccc1F)c1ccc2c(c1)Nc1ccccc1S2	10%	-2%	15%	-1%	22%
COc1ccc(NC(=O)c2ccc(OC)cc2)cc1	0.1%	1%	10%	-3%	2%	inhibitors of VEEV 10K pilot screen=0.1
O=C(CCCc1ccccc1)NCc1ccccn1	1.0%	5%	19%	4%	72%
COc1ccc(C(=O)Nc2cccnc2)cc1OC	0.7%	-3%	-11%	0%	-3%
CC(C)(Oc1ccc(Cl)cc1)C(=O)N(Cc1ccccc1)c1ccccn1	5.2%	-4%	-4%	9%	19%
CCN(CC)CCNC(=O)c1ccc(NC(=O)c2ccc3c(c2)CCC3)cc1	i	1%	24%	4%	16%
O=C(NCc1ccccc1)C(=O)NCC(c1ccco1)N1CCOCC1 (stereo unspecified)	0.5%	-6%	-3%	-6%	-17%

Five entries drawn at random from the list so far:
SMILES	inhibitors of VEEV	Salmonella PhoP GFP	H1N1 NS1A inhibition	M. tuberculosis HTS	tuberculosis growth	others
COc1ccc(C(=O)Nc2cccnc2)cc1OC	0.7%	-3%	-11%	0%	-3%
O=C(NCc1ccccc1)C(=O)NCC(c1ccco1)N1CCOCC1 (stereo unspecified)	0.5%	-6%	-3%	-6%	-17%
O=C(CCCc1ccccc1)NCc1ccccn1	1.0%	5%	19%	4%	72%
CC(C)(Oc1ccc(Cl)cc1)C(=O)N(Cc1ccccc1)c1ccccn1	5.2%	-4%	-4%	9%	19%
C/C(=N\NC(=O)c1ccccc1F)c1ccc2c(c1)Nc1ccccc1S2	10%	-2%	15%	-1%	22%

High-throughput results: PubChem, Southern Research Specialized Biocontainment Screening Center
